Source: PubChem BioAssay
IkB signaling = IkB pathway inhibition in ABC-DLBCL cells | AID 445 | ABC-DLBCL IkBa-CBG/CBR dual luciferase ratio, 4 h; response scale: scaled: untreated 0%, proteasome inhibitor 100% | Potency, µM (titrated, usually from 57.1 µM), for the others: at the highest dose IkBa stabilization activation | actives 0.04% (n = 110,000); active means well fitted curve in the direction sought with a large enough effect in the signal ratio, not every such curve was filed as active; inconclusive means small, poorly fitted or top-dose-only effect, or a change in a side signal; the % refers to the signal ratio;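 further: the direction sought is a rising ratio; 0% = basal untreated cells and 100% = reference inhibitor full response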
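Curves were fitted separately to fusion (green), unfused (red) and ratio luminescence, then classed by r2, magnitude and activity. Cells: OCI-Ly3, 4 h compound plus doxycycline at 37C; 10 uM MG-132 defined full response.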
p53ts 32C tox = kills p53ts cells at the permissive temperature | H1299-p53A138V at 32C, ATP luminescence viability, 24 h | Potency, µM (doses to about 46.1 µM), for the others: top-dose activity change, negative = cytotoxicity, most hits filed as cytotoxic | actives 0.93% (n = 130,000) | AID 924;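 further: 0% = DMSO and -100% = full killing by reference compound; nearly all actives have a fitted effect of over 55% in size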
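H1299-p53 A138V cells (temperature-sensitive p53) exposed 24 h to up to 46 uM compound at 32C, where p53 is wild-type in conformation. Viability read as ATP luminescence and normalised to DMSO and 100 uM tamoxifen. AC50 fitted with the Hill equation.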
Imprint erasure = genomic imprint erasure induction; mouse ES Peg3-LacZ reporter, beta-gal luminescence, 40 h; Potency, µM (series often up to 60.7 µM), for inactives: top-dose activity change, positive = activation, actives largely listed as activators; actives 0.02% (n = 110,000);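 further: 0% = negative control wells on the plate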
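Imprint erasure is scored as LacZ activity from the silenced maternal Peg3 allele in feeder-free female ES cells cultured 40 h with LIF. Luminescence is normalized to in-plate negative controls and fitted to the Hill equation.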
p53ts 39C tox = cytotoxicity in p53ts cells at nonpermissive temperature. H1299-p53A138V viability at 39C, ATP luminescence, 24 h. actives 1.5% (n = 130,000). Potency, µM (series often up to 46.1 µM), for the others: at the top dose activity change, negative = cell killing, actives largely listed as cytotoxic; further: nearly all actives have a fitted effect of over 55% in size
* hit, by the source's call; u = inconclusive; x = not tested or not shown; & = joins results of further samples; [ ] = another dose, or the depositor's remark. Unless noted, the call rests on the fitted dose curve; in most records, active means well fitted curve in the direction sought with a large enough effect; inconclusive means small, poorly fitted or top-dose-only effect, or another doubt; inactive means no such curve, though single readings can be large; an effect the other way counts as inactive or inconclusive. Unless noted, on the % scale 0 is the no-effect control and ±100 the full control effect; potency means the concentration at half of the fitted maximal effect. Compounds were not picked by outcome (roughly 1.7% active in at least one column).

SMILES	IkB signaling	p53ts 32C tox	Imprint erasure	p53ts 39C tox
O=C(CSc1oc(-c2ccccc2)nc1S(=O)(=O)c1ccc(F)cc1)NCC1CCCO1 (configuration not stated)	-3.4%	-5%	-14%	-9%
CCOC(=O)C(C(C)=O)c1c(Br)c(O)c(O)c2c(C(=O)c3ccc(C)cc3)coc12 (configuration not stated)	u	-2%	-34%[inhibitor]	u
Cc1ccc(CNC(=O)Cn2ccc3ccccc3c2=O)o1	4.7%	0%	-11%	2%
O=C(NC1CCCC1)C1CCCN(S(=O)(=O)c2ccc(-n3cnnn3)cc2)C1 (configuration not stated)	-1.4%	2%	-1%	-3%
COc1ccccc1CN1CC[C@@]2(CCCN(C(=O)c3cccn3C)C2)C1	-0.8%[11.4 µM]	4%	x	-4%
Cc1nc2sc3c(c2c2nc(-c4ccco4)nn12)CCCC3	-2.1%	6%	-6%	7%
Nn1c(SCC(=O)Nc2ccc(Oc3ccccc3)cc2)nnc1C1CC1	u	-7%	-7%	-7%
NC(=O)c1cccc2c(=O)oc3ccccc3c12	-0.1%	1%	5%	6%
Cc1ccc(-c2nnn(CCC(=O)NC(C)(C)C)n2)cc1	x	0%	x	0%
CCOc1ncccc1C(=O)OCc1ccc(C(=O)OC)o1	-1.0%	-4%	-7%	14%
COCC(C)NC(=O)c1cc2c(=O)n3cccc(C)c3nc2s1 (configuration not stated)	-3.7%	8%	3%[10.9 µM]	-15%
CSc1nc2ccccc2n1CC(=O)Nc1c(C)n(C)n(-c2ccccc2)c1=O	-0.7%	-7%	-1%	-4%
O=C(NCCC1=CCCCC1)c1ccc2c(c1)N(Cc1ccc(Cl)cc1)C(=O)c1ccccc1S2(=O)=O	-0.2%	23%	-3%[10.9 µM]	-2%
COC(=O)C1(CC(C)C)C=C2C(=C(C(C)C)C(=O)C2C)CN1 (configuration not stated)	x	3%	-7%	8%
Cc1onc(-c2ccccc2)c1C(=O)Nc1nc(-c2ccc(F)c(F)c2)cs1	1.7%	-12%	-11%	-14%
Cc1ccc2nc3nc4ccc[nH]c4cc3c2c1	x	3%[9.22 µM]	x	-5%[9.22 µM]
O=C(NCCCN1CCN(c2cccc(Cl)c2)CC1)C1CCC(=O)N1Cc1ccccc1Cl (configuration not stated)	3.1%	-6%	-14%	-9%
COc1ccccc1-n1c(SCC(=O)N2CCOCC2)nc(O)c(Cc2ccccc2)c1=O	u	2%	-2%	12%
COC(=O)NC(c1ccccc1)C(C(=O)OC)C(=O)OC (configuration not stated)	x	0%[9.22 µM]	x	-6%[9.22 µM]
CC(=O)c1ccc(C(=O)N(Cc2cccnc2)c2nc3c(Cl)cccc3s2)cc1	u	63%[activator]	-11%[10.9 µM]	35%[activator]
CCOC(=O)/C=C1\SCC(=O)N1Cc1ccc(Br)cc1	0.5%	-4%	-7%	-5%
CCCCn1nnnc1SCC(=O)Nc1ccc2c(c1)OCCO2	0.8%	3%	-6%	-5%
c1ccc(CNCCN2CCNCC2)nc1	-0.6%	-4%[9.22 µM]	-2%	-3%[9.22 µM]
Cc1c(Cl)cccc1NC(=O)CN1C(=O)CSc2ncccc21	2.3%	3%	-17%	0%

Grouped by structure: the entries above containing a furan ring, fused or not.
SMILES	IkB signaling	p53ts 32C tox	Imprint erasure	p53ts 39C tox
CCOC(=O)C(C(C)=O)c1c(Br)c(O)c(O)c2c(C(=O)c3ccc(C)cc3)coc12 (configuration not stated)	u	-2%	-34%[inhibitor]	u
Cc1ccc(CNC(=O)Cn2ccc3ccccc3c2=O)o1	4.7%	0%	-11%	2%
Cc1nc2sc3c(c2c2nc(-c4ccco4)nn12)CCCC3	-2.1%	6%	-6%	7%
CCOc1ncccc1C(=O)OCc1ccc(C(=O)OC)o1	-1.0%	-4%	-7%	14%

More compounds.
SMILES	IkB signaling	p53ts 32C tox	Imprint erasure	p53ts 39C tox
COCCSc1ccccc1C(=O)N1CCCC1	3.5%	5%	12%	19%
O=C(CCn1cccn1)NCc1ccc(Cl)cc1	-1.4%	1%	-4%[10.9 µM]	-2%
CCN(C(=O)c1ccccc1Cl)c1ccccc1	2.0%	u	3%	8%
COc1ccc(C[C@H](O)CN2CCOCC2)cc1	-0.7%[11.4 µM]	0%[9.22 µM]	1%[10.9 µM]	27%[9.22 µM]
O=C(NC1=NCCS1)c1cc(-c2ccccc2)nn1-c1ccccc1	0.4%	1%	-7%	-7%
Cc1ccc(CN2C(=O)CCC2C(=O)NC2CC2)cc1 (configuration not stated)	-1.2%	-5%	-8%	-6%
O=C(Nc1ccccc1O)c1cc(S(=O)(=O)N2CCOCC2)ccc1Cl	-0.6%	5%	-9%	7%
COc1ccc(-n2c(O)c(/C=N/n3cnnc3)c3ccccc3c2=O)cc1	1.5%	0%	-6%	5%
C[C@@]12CCC3c4ccc(O)cc4CCC3C1CCC2O (some centres not stated)	x	-6%	-16%	-12%
O=C1Nc2ccccc2C1=Nc1ccc(S(=O)(=O)Nc2nccs2)cc1	1.0%[11.4 µM]	-10%[9.22 µM]	-3%[10.9 µM]	-8%[9.22 µM]
Cc1ccc(C(=O)OCc2cc3ccccc3[nH]c2=O)cc1	-1.9%	7%	-13%	6%
CCOC(=O)c1c(C)[nH]c(C(=O)COC(=O)C2CC(=O)N(Cc3ccccc3)C2)c1C (configuration not stated)	-0.3%	-1%	-4%	0%
N#Cc1c(N)nc(SC2CCCCC2=O)c(C#N)c1-c1ccco1 (configuration not stated)	u	4%	12%	-13%
COC(=O)c1cc(S(=O)(=O)NC2CCN(Cc3ccccc3)CC2)cn1C	1.2%	-16%	-9%	-6%
CN(c1nnc(NC(=O)Nc2ccccc2C(F)(F)F)s1)C1CCCCC1	-1.6%	-3%	-7%[10.9 µM]	9%
O=C(Cn1c(=O)n(-c2ccccc2)c(=O)c2sc3ccccc3c21)NC1CCCC1	u	-15%	11%[10.9 µM]	u
O=C(NCCCN1CCN(c2ccc(F)cc2)CC1)c1cc2c(s1)-c1ccccc1OC2	-1.3%	-4%	-11%[10.9 µM]	u
FC(F)(F)c1cc(CO[C@H]2CCCN[C@H]2c2ccccc2)cc(C(F)(F)F)c1	u	u	-31%&-18%[inhibitor]	13µM*
CC1CCN(c2nc3nonc3nc2N2CCC(C)CC2)CC1	x	-1%	x	9%
C=CCNC(=O)CNS(=O)(=O)c1ccc(F)cc1	0.2%	-4%	-2%	21%
O=C(O)CSc1ccccc1C(=O)O	-1.3%[11.4 µM]	3%[9.22 µM]	22%[10.9 µM]	2%[9.22 µM]
COc1ccc(-c2cc(C(F)(F)F)nc(SCC(=O)N(C)Cc3ccccc3)n2)cc1OC	u	6%	-7%[10.9 µM]	-4%
COc1cc(CCC(=O)Oc2ccc(C(C)=O)cc2)cc(OC)c1OC	x	-25%	x	-6%
Clc1ccc2c(c1)c1ccccc1n2CN1CCOCC1	2.1%	-7%	-13%	-19%
COc1cc(NC(=O)CN2C(=O)C(c3ccccc3)=NC23CCCCCC3)cc(OC)c1	x	29%	x	2%
CCCNC(=O)c1cnc2sc(N3CCCCCC3)nn2c1=O	3.7%	-2%	-7%[10.9 µM]	-11%
COc1ccc(CNc2nc(-c3ccc(Cl)cc3)nn2S(=O)(=O)c2ccc(C)cc2)cc1	0.5%	2%	-12%[10.9 µM]	-3%
CCc1ccc(OCCSc2nc3ccccc3n2CC(=O)N2CCCCC2)cc1	4.4%	-9%	-16%[10.9 µM]	-15%
O=c1cc(CSc2ncn[nH]2)[nH]c2c(Cl)cccc12	u	29%	-3%[10.9 µM]	3%
COc1cc(NC(=O)Cn2nnnc2-c2ccccc2F)cc(OC)c1OC	0.1%	9%	-7%[10.9 µM]	-9%
COc1ccc(N(C(=O)Cn2nnc3ccccc32)C(C(=O)NCc2ccco2)c2ccc(C)o2)cc1 (configuration not stated)	-0.9%	7%	-17%	-3%
Cn1c(C(=O)NCc2cccs2)cc2c(=O)n(C)c3ccccc3c21	0.1%	0%	-11%	-4%
CCCS(=O)(=O)N1CCC(C(=O)NCCCN(CC)c2cccc(C)c2)CC1	0.9%	-3%	-16%	1%
CCOc1ccc(Cc2nnc(N)s2)cc1OCC	-6.0%	4%	-11%	2%
COc1ccc(-n2cnnc2SCc2ncc(-c3ccccc3)o2)cc1	1.9%	-7%	-4%	-11%
COc1ncc2nc(C)c(=O)n(Cc3cccs3)c2n1	0.1%[11.4 µM]	-5%	x	8%

Looked up one by one from above, 5 records:
SMILES	IkB signaling	p53ts 32C tox	Imprint erasure	p53ts 39C tox
CCCNC(=O)c1cnc2sc(N3CCCCCC3)nn2c1=O	3.7%	-2%	-7%[10.9 µM]	-11%
O=c1cc(CSc2ncn[nH]2)[nH]c2c(Cl)cccc12	u	29%	-3%[10.9 µM]	3%
Cn1c(C(=O)NCc2cccs2)cc2c(=O)n(C)c3ccccc3c21	0.1%	0%	-11%	-4%
COc1cc(NC(=O)Cn2nnnc2-c2ccccc2F)cc(OC)c1OC	0.1%	9%	-7%[10.9 µM]	-9%
CCOc1ccc(Cc2nnc(N)s2)cc1OCC	-6.0%	4%	-11%	2%

Next section:
SMILES	IkB signaling	p53ts 32C tox	Imprint erasure	p53ts 39C tox
Cc1cccc(Br)c1	0.0%	-6%[1.84 µM]	-4%	12%
Cc1cccc(CSc2nc3c(c(=O)[nH]2)C(c2cccc(O)c2)CC(=O)N3)c1 (configuration not stated)	2.6%	u	-6%[10.9 µM]	13%
CCOc1ccc(CCNC(=O)CN2N=C(c3ccccc3)CCC2=O)cc1OCC	-2.1%	0%	-4%[10.9 µM]	-22%
CCOc1ccc(CCNC(=O)c2cnc3c(-c4ccccc4)c(C)nn3c2C)cc1OCC	-1.0%	7%	12%[10.9 µM]	-4%
Cc1cc(NC(=O)c2cc(S(=O)(=O)N3CCCCC3)ccc2C)n(-c2ccccn2)n1	-0.7%	9%	-6%	1%
CCOC(=O)N1CCC(N2Cc3cccc(C(=O)N4CCN(C5CCCCC5)CC4)c3C2=O)CC1	8.9%	-8%	5%	-14%
Cc1n[nH]c(=S)n(/N=C/c2ccccn2)c1=O	4.0%	u	-11%	u
CC(C)NC(=O)c1cnn2c1NC(c1cccs1)CC2C(F)(F)F (configuration not stated)	x	9%	x	17%
CCc1ccc(N(CC)C(=O)c2cc3c(=O)oc4ccc(C)cc4c3s2)cc1	u	0%	9%[10.9 µM]	0%
CCC(C(=O)Nc1cc(-c2nc3cccnc3s2)ccc1C)c1ccccc1 (configuration not stated)	-1.2%	8%	29%[10.9 µM]	-21%
O=C(COc1cccc(Cl)c1)N1CCC(c2nc3ccccc3s2)CC1	u	-15%	-3%[10.9 µM]	-6%
CCCN(CCC)C(=O)Cn1c(=O)n(Cc2ccc(C(=O)NCCc3ccc(OC)c(OC)c3)cc2)c(=O)c2ccccc21	-1.3%	12%	-12%[10.9 µM]	16%
CCOc1ccc(C(=O)Nc2cccc(OCc3cc(=O)n4cc(C)sc4n3)c2)cc1	u	-3%	-11%[10.9 µM]	u
Cc1cccc(NC(=O)c2sc3nc4c(cc3c2N)CN(Cc2ccccc2)CC4)c1	-1.4%	-10%	5%[10.9 µM]	-1%
CCOc1cccc(C(=O)NC2CCCCC2)c1	2.4%	-16%	-15%	-6%
Cc1ccc(-c2cc(C(=O)N(Cc3ccc(C(C)(C)C)cc3)Cc3ccco3)no2)cc1	1.1%	-5%	16%[10.9 µM]	12%
CCOC(=O)C1=C(C)NC(=S)N(C(C)=O)C1c1ccccc1 (configuration not stated)	x	-20%	x	-8%
CN(c1ccccc1C(=O)Nc1ccc2c(c1)OCCO2)S(C)(=O)=O	1.2%	7%	-7%	0%
Cn1c(=O)c2nc3ccc(NC(=O)C(F)(F)F)cc3nc2n(C)c1=O	-1.9%	-10%	4%[10.9 µM]	3%
CC(C)Oc1ccc(C(=O)Nc2nc3c(s2)CC(C(C)(C)C)CC3)cc1 (configuration not stated)	u	-3%	-4%[10.9 µM]	-8%

Part of the list above in order of formula weight, lowest first.
SMILES	IkB signaling	p53ts 32C tox	Imprint erasure	p53ts 39C tox
Clc1ccc2c(c1)c1ccccc1n2CN1CCOCC1	2.1%	-7%	-13%	-19%
COc1cc(CCC(=O)Oc2ccc(C(C)=O)cc2)cc(OC)c1OC	x	-25%	x	-6%
O=C(NC1CCCC1)C1CCCN(S(=O)(=O)c2ccc(-n3cnnn3)cc2)C1 (configuration not stated)	-1.4%	2%	-1%	-3%
